CDK5 p35 inh: inhibitors of human CDK5/p35 kinase, primary screen, biochemical, single concentration; inhibition, % at 10 µM; hit rate 0.01% among 330,000; Recombinant CDK5/p35, ADP-Glo luminescence, 60 min; Cyclin-dependent kinase 5 (Homo sapiens) + Cyclin-dependent kinase 5 activator 1 (Homo …;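 active = highest replicate inhibition of at least 50% and at least 75% of replicates reaching 50%; inconclusive = only one of the two criteria met; inactive = both criteria failed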;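 also: plate controls were DMSO neutral control for no effect and GW8510 at 10 µM for full effect; many of its hits are not listed in these tables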
Target sequence (Q00535 whole entry, looked up): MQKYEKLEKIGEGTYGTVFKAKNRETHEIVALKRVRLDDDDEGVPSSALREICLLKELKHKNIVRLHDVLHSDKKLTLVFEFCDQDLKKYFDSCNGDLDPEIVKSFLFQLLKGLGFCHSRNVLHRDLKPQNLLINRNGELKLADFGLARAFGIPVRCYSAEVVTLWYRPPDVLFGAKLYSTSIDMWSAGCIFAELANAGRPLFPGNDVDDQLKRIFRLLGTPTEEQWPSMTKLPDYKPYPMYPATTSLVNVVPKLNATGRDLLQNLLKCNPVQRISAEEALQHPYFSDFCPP
Target sequence (Q15078 whole entry, looked up): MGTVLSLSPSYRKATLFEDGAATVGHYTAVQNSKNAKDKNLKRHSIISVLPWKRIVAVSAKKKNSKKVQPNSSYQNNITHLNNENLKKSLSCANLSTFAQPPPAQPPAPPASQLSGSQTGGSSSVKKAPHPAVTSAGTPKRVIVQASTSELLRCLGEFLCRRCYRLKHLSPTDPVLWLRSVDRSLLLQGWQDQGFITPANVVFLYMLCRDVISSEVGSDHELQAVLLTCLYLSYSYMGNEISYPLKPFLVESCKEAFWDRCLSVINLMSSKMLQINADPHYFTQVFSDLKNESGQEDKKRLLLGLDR
AddAB inh: growth inhibition of E. coli expressing H. pylori AddAB, primary screen, AddAB inhibitor project, absorbance | hit rate 0.29% among 330,000 | inhibition, % at 11.9 µM | AID 435030, 2010; in the data active = inhibition above about 12%;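 also: 0% = vehicle wells of infected cells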
phage Ecoli inh: growth loss of phage-infected E. coli, primary screen, RecBCD inhibitor project, absorbance, with phage, HTS; inhibition, % at 11.9 µM; hit rate 0.26% among 360,000; in the data active = inhibition above about 11%
DAGLB inhibitor: DAGLB lipase inhibitors, primary screen, biochemical, fluorescence, HTS; Diacylglycerol lipase-beta (Homo sapiens), Q8NCG7; HEK293T DAGLB membrane lysate, EnzChek fluorogenic substrate; inhibition, % at 5.17 µM; hit rate 0.059% among 340,000; AID 504411, 2011; in the data active = inhibition above about 34%;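 also: 0% = enzyme with vehicle and 100% = wells lacking enzyme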
PKA-R2B act: activators of PKA-R2B holoenzyme, primary screen, biochemical, fluorescence polarization, Cy5-IP20, human; cAMP-dependent protein kinase catalytic subunit beta (Homo sapiens) + cAMP-dependent …; PKA-R2B holoenzyme dissociation; R2B truncated from residue 108, S112A mutant; 0% DMSO only, 100% 113 µM cGMP; activation, % at 11.4 µM; hit rate 0.079% among 340,000; AID 504700, 2011;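 active = activation above a cutoff set at the mean over all compounds plus 3 SD, cut at about 18% in these data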;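 also: higher means more holoenzyme dissociation and a rise in polarization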
Target sequence (P31323 whole entry, looked up, other chains not shown, the tested form may be a part): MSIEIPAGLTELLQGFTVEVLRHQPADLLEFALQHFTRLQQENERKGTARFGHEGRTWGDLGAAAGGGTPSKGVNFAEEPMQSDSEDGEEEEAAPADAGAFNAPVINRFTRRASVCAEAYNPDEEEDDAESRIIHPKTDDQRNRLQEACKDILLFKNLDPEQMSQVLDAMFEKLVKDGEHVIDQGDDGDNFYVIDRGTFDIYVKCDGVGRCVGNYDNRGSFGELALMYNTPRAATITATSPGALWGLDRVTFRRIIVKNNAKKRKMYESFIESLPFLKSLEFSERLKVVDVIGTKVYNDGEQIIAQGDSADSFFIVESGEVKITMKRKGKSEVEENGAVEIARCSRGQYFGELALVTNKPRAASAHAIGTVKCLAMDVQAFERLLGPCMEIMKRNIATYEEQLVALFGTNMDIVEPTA
E coli growth: E. coli V3065 growth inhibition, primary screen, counter-screen for AddAB inhibitor project, absorbance, OD600; 18 h; inhibition, % at 11.9 µM; hit rate 0.27% among 330,000; AID 449728, 2010;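 active = inhibition above the campaign's mean inhibition across all tested compounds plus 3 SD, cut at about 9.9% in these data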;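 also: uninfected addAB+ strain grown without phage in ampicillin broth; 0% = DMSO wells and 100% = ciprofloxacin 0.95 µg/ml wells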
HTR5A ag ctr: HTR5A agonists in luminescence cell assay, primary screen, counter-screen for OPRM1-OPRD1 heterodimer agonist project, full-deck HTS; activation, % at 9.3 µM; AID 504692, 2011; 5-hydroxytryptamine receptor 5A (Homo sapiens), P47898; cell-based; hit rate 0.61% among 340,000; in the data active = activation mostly above about 9.5%, no sharp cut-off; inactive = mostly below about 7.6%;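 also: 0% = cells with vehicle only and 100% = reference agonist; strong numbers were not always called active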
PKA-R1A activ: activators of PKA-R1A holoenzyme, primary screen, biochemical, fluorescence polarization, Cy5-IP20, bovine R1A, mouse PKAc. activation, % at 11.4 µM. PKA-R1A dissociation; scaled: DMSO 0%, 113 µM cGMP 100%. AID 504707, 2011. hit rate 0.083% among 340,000. cAMP-dependent protein kinase type I-alpha regulatory subunit (Bos taurus) + …;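 active = percent activation above the mean of all tested compounds plus 3 SD, cut at about 19% in these data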;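 also: higher means more PKAc released from R1A so a rise in polarization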
Tat export inh: E. coli Tat export inhibitors, primary screen, MC4100, TorA-mCherry reporter, fluorescence, single point | inhibition, % at 10 µM | hit rate 0.036% among 340,000 | AID 488895, 2010;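 active = mean replicate inhibition at least 50% and at least half of replicates individually reaching 50%; inconclusive = only one of the two criteria met; inactive = neither criterion met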;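 also: exported cargo escapes ClpAP degradation while cytoplasmic cargo is degraded and loses fluorescence; 0% = median of neutral control wells and 100% = median of NaSCN control wells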
SUMO Mot1 rescue: yeast Mot1-301 growth rescue at high temperature, primary screen, SUMOylation pathway inhibitor project, S. cerevisiae, ATP luminescence, 38.5C. S. cerevisiae Mot1-301 growth rescue; percent above DMSO median, 100 means doubled. growth rescue, % at 18.8 µM. hit rate 1% among 320,000. AID 2716, 2010;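 active = every valid replicate shows activation above 250% relative to neutral control wells; inactive = the rest, any valid replicate at or below 250%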;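 also: OY570 slx delta 5 strain wells were the positive control but not used for scaling; some compounds called inactive have numbers as strong as hits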
HTR5A inv ag: HTR5A inverse agonists in luminescence cell assay, primary screen, counter-screen for OPRM1-OPRD1 heterodimer inverse agonist project, full-deck HTS; 5-hydroxytryptamine receptor 5A (Homo sapiens), P47898; HTR5A cell line, inverse agonism; inhibition, % at 9.3 µM; hit rate 0.083% among 340,000; AID 504634, 2011; in the data active = inhibition mostly above about 23%, no sharp cut-off; inactive = mostly below about 18%;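 also: 0% = cells with DMSO and 100% = no-cell wells with DMSO; some compounds called inactive have numbers as strong as hits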
* marks the source's active call; other numbers are inactive results; ? = inconclusive; . = no result given.

SMILES | CDK5 p35 inh | AddAB inh | phage Ecoli inh | DAGLB inhibitor | PKA-R2B act | E coli growth | HTR5A ag ctr | PKA-R1A activ | Tat export inh | SUMO Mot1 rescue | HTR5A inv ag
CCC(Cc1ccccc1)NC(=O)c1cc(S(=O)(=O)N2CCCCC2)c[nH]1 (stereo not given) | -0.6 | -2.1 | 2.7 | -1 | -7 | -1.1 | -4 | 0 | -7 | -13 | 10
COc1ccccc1N1CCN(C(=O)c2cn(Cc3ccccc3)nc2-c2cccnc2)CC1 | -1.0 | 0.4 | -0.5 | -2 | -1 | -0.3 | -3 | -1 | 7 | 6 | 9
CN(CCOc1ccccc1)CC(=O)Nc1ccc(Cl)cc1[N+](=O)[O-] | 0.0 | -0.2 | -0.8 | -10 | 21* | -2.7 | 0 | -2 | 3 | 31 | -60
O=C(CCNS(=O)(=O)c1ccccc1)NCC1CCCCC1 | 2.9 | . | -1.6 | 0 | -13 | . | -5 | -7 | 1 | . | 14
CCOc1ccc(CN2C(=O)c3ccccc3C2=O)cc1C(=O)NC1CC(C)(C)NC(C)(C)C1 | -0.4 | -0.3 | 0.0 | -1 | 4 | -1.1 | -7 | 1 | 1 | -16 | 16
COc1ccc(-n2c(O)c(C=NCc3ccccn3)c3ccccc3c2=O)c(OC)c1 | 3.5 | 1.1 | 3.4 | 3 | 8 | -0.9 | -2 | 1 | 3 | -21 | -6
C=CCn1c(SCc2ccccc2)nc2scc(-c3ccc(C)o3)c2c1=O | 0.9 | 0.1 | 1.9 | 1 | 3 | -1.1 | -1 | 6 | 2 | 58 | 5
O=C(COc1ccccc1)Nc1ccccc1Oc1ccccc1 | 0.5 | 2.1 | 6.0 | -20 | -6 | -0.9 | 1 | -13 | -13 | 14 | -2
Cc1ccsc1/C=N/n1c(-c2ccncc2)n[nH]c1=S | -5.4 | 0.0 | -0.6 | 2 | -2 | 3.8 | -1 | -5 | 11 | 638 | 3
COc1ccc(-c2csc(NC(=O)C3COc4ccccc4O3)n2)cc1OC (stereo not given) | 0.5 | 1.3 | 3.7 | -4 | -10 | 1.8 | 2 | -11 | ? | 6 | -7
O=C(NC(=S)N1CCCCCC1)c1ccccc1Cl | 1.4 | 0.4 | 1.8 | 2 | -8 | 0.6 | -5 | -10 | 11 | 18 | 11
O=C(NC1CCCC1)C(c1ccccn1)N(C(=O)c1csnn1)c1ccc(F)cc1 (stereo not given) | 1.8 | 1.3 | -1.0 | -2 | 2 | 0.2 | 4 | -7 | 1 | 10 | -12
O=C(COC(=O)c1ccccc1NCCO)Nc1cc(C(F)(F)F)ccc1N1CCOCC1 | -1.6 | 0.6 | 0.9 | -1 | -15 | -1.0 | 1 | -3 | 1 | -16 | -10
Cc1ccccc1C(=O)Nc1ccnn1C1CCN(Cc2ccc(CO)o2)CC1 | 1.3 | 2.9 | 1.6 | 1 | -11 | 0.2 | 2 | -15 | -2 | -10 | 6
COc1ccc(-c2n[nH]c(=S)n2Cc2ccccc2)cc1 | 2.0 | 4.0 | 3.1 | -1 | -1 | 1.0 | -1 | -1 | -7 | -10 | 3
CCN=C1S/C(=C/c2ccc(-c3ccc(F)cc3)o2)C(=O)N1CC | 0.4 | 1.8 | 0.6 | -5 | 1 | -1.0 | 1 | -1 | 2 | 956* | -4
CCOC(=O)c1cnc(SCC(=O)Nc2nc(C)c(C)s2)nc1N | -1.2 | 1.4 | 5.0 | 0 | -2 | 1.1 | 2 | 1 | -3 | -10 | -7
N#CC1(C#N)[C@@H](C(=O)C23CC4CC(CC(C4)C2)C3)C12CCOCC2 | -3.3 | 5.3 | 4.0 | 2 | 2 | 2.9 | -4 | 0 | 5 | 6 | -42
COc1ccc(C(=O)OCC(=O)c2ccc3c(c2)NC(=O)CO3)cc1[N+](=O)[O-] | -0.9 | -2.7 | -0.4 | 3 | -2 | -2.3 | -2 | 2 | -14 | -8 | 7
COc1cc([C@@H]2CC=C(C(=O)O)CN2S(=O)(=O)c2ccc(C)cc2)cc(OC)c1OC | 0.2 | 2.1 | 4.1 | 2 | 3 | -2.1 | -6 | 6 | -1 | 139 | 5
Cc1ccc(NC(=O)Cc2nnc(SCC(=O)NC3CCCC3)n2C)cc1 | 1.5 | 2.2 | -3.0 | -1 | -5 | 0.0 | -1 | -9 | -5 | 145 | 4
COc1ccc(S(=O)(=O)Oc2c(OC)cc(C(=S)N3CCOCC3)cc2OC)cc1 | 0.4 | 0.7 | 2.8 | -1 | -7 | -0.1 | 1 | 5 | 4 | -1 | 15
O=[N+]([O-])c1c(Nc2ccc(O)cc2)cc(Cl)c2nonc12 | 3.7 | -3.5 | 0.6 | 14 | -14 | -1.8 | -7 | -16 | -5 | 98 | 25
O=C(CCc1ccccc1)OCCOC(=O)CCc1ccccc1 | -0.1 | 2.9 | 1.4 | -5 | -12 | -0.8 | 2 | -2 | 4 | 10 | 13
CCn1cc(C2C(C(=O)Nc3cc(C)ccn3)=C(C)NC3=C2C(=O)CC(C)(C)C3)c(C)n1 (stereo not given) | 1.9 | 2.2 | 1.6 | -2 | -5 | 2.4 | -3 | -11 | -2 | 0 | 8
Cc1c(-c2c(C#N)c(N)nc3c2CCCCCC3)cnn1C | 0.4 | -0.2 | 2.3 | 4 | 9 | 0.0 | -1 | 4 | 0 | 26 | 5
O=C(COc1ccccc1)Nc1ccc2c(c1)nc1n2CCOC1 | -7.2 | 4.0 | 3.4 | -1 | -7 | 2.0 | 0 | -2 | 3 | -7 | -8
Fc1ccc2cc(-c3ccsc3)ncc2c1 | -0.4 | -1.1 | 1.1 | -10 | -5 | 0.0 | -2 | 0 | 5 | 282* | 4
CCN(CC)c1ccc(/C=N/NC(=O)c2ccc3c(c2)OCCO3)cc1 | 1.9 | . | 0.7 | 1 | -3 | . | 4 | -4 | 4 | . | -10
CC(=O)NCC1COc2ccccc2O1 (stereo not given) | -0.4 | 4.1 | 4.7 | 0 | -7 | 0.0 | 7 | 1 | -6 | -4 | -30

Laid out differently: four of the compounds above
Structure	CDK5 p35 inh	AddAB inh	phage Ecoli inh	DAGLB inhibitor	PKA-R2B act	E coli growth	HTR5A ag ctr	PKA-R1A activ	Tat export inh	SUMO Mot1 rescue	HTR5A inv ag
COc1cc([C@@H]2CC=C(C(=O)O)CN2S(=O)(=O)c2ccc(C)cc2)cc(OC)c1OC	0.2	2.1	4.1	2	3	-2.1	-6	6	-1	139	5
Cc1ccc(NC(=O)Cc2nnc(SCC(=O)NC3CCCC3)n2C)cc1	1.5	2.2	-3.0	-1	-5	0.0	-1	-9	-5	145	4
COc1ccc(S(=O)(=O)Oc2c(OC)cc(C(=S)N3CCOCC3)cc2OC)cc1	0.4	0.7	2.8	-1	-7	-0.1	1	5	4	-1	15
O=[N+]([O-])c1c(Nc2ccc(O)cc2)cc(Cl)c2nonc12	3.7	-3.5	0.6	14	-14	-1.8	-7	-16	-5	98	25

The main list resumes, starting 2 compounds before the break.
SMILES | CDK5 p35 inh | AddAB inh | phage Ecoli inh | DAGLB inhibitor | PKA-R2B act | E coli growth | HTR5A ag ctr | PKA-R1A activ | Tat export inh | SUMO Mot1 rescue | HTR5A inv ag
CCN(CC)c1ccc(/C=N/NC(=O)c2ccc3c(c2)OCCO3)cc1 | 1.9 | . | 0.7 | 1 | -3 | . | 4 | -4 | 4 | . | -10
CC(=O)NCC1COc2ccccc2O1 (stereo not given) | -0.4 | 4.1 | 4.7 | 0 | -7 | 0.0 | 7 | 1 | -6 | -4 | -30
COc1ccc(/C(N)=N/OC(=O)Cc2ccccc2)cc1 | 0.6 | 3.2 | 4.1 | -8 | 4 | 3.3 | 0 | -6 | -2 | -13 | 1
O=C(/C=C/c1ccc(F)cc1)c1ccccc1Br | -0.2 | 4.8 | -0.6 | -1 | -4 | 0.2 | -5 | 1 | -5 | -37 | 17
COc1ccc(C(=O)Nc2cccc(S(=O)(=O)NC3=NCCC3)c2)cc1OC | 0.8 | 4.2 | 1.9 | -1 | -16 | 3.8 | -4 | -8 | -2 | -7 | 11
CN=c1scc(C)n1/N=C/c1ccc(O)c(O)c1O | 0.7 | 4.5 | 8.1 | 4 | 2 | 2.4 | -3 | -2 | 10 | 332 | -1
O=S(=O)(Nc1ccc(-c2cnco2)cc1)c1ccccc1 | 0.8 | 2.0 | 2.5 | 1 | -4 | -0.1 | 1 | 6 | 0 | 120 | -14
Cc1ccc(CNC(=O)CN(c2ccc(C)cc2)S(=O)(=O)c2c(C)n[nH]c2C)cc1 | -0.5 | 2.9 | 1.4 | 2 | 6 | 0.4 | 4 | 0 | -1 | -9 | 8
CCN1CCN(CCNC(=O)Cn2c(=O)c3cccn3c3ccc(F)cc32)CC1 | 0.8 | 3.7 | 1.3 | -1 | 6 | -1.5 | -6 | 2 | -10 | -16 | 2
Cn1cc(/C=N/Nc2ccccc2)c2ccccc21 | 1.0 | 2.6 | 2.4 | 2 | 4 | 1.0 | 4 | -9 | 11 | 69 | 23
CCC(=O)N1CCN(c2ccc(Cl)cc2NC(=O)c2ccc([N+](=O)[O-])o2)CC1 | 1.1 | 3.1 | 2.1 | 0 | -3 | 2.8 | 6 | 11 | 1 | -18 | -11
COc1ccc(-c2cc(CC3(C(=O)O)CCN(C(=O)OC(C)(C)C)CC3)on2)c(OC)c1 | -0.1 | 2.1 | 3.4 | -1 | -8 | 0.0 | -2 | -12 | 1 | 381* | 6
O=C(O)c1ccc(-n2ncc3c2/C(=C\c2cccc([N+](=O)[O-])c2)CC3)cc1 | -1.7 | . | 3.3 | 1 | -5 | . | -3 | -1 | -4 | . | 12
CC(C)c1ccc(C2c3[nH]c4ccccc4c3C[C@H]3C(=O)N(c4ccccc4C(=O)N4CCC[C@H]4C(=O)O)C(=O)N23)cc1 (stereo not given in full) | -4.7 | 2.2 | 1.1 | 4 | 2 | -0.3 | 3 | 4 | 0 | -18 | 14
CCO[C@H]1OC(C(=O)NCc2ccccc2)=C[C@@H](C2CC2)[C@@H]1CCCO | 0.9 | 4.5 | 1.2 | 6 | 3 | 2.7 | 5 | 4 | -1 | 3 | -13
